TDP1 cell CPT = growth inhibition of DT40 Tdp1-/-;hTDP1 cells with camptothecin (screen for TDP1 inhibitors) | chicken DT40 Tdp1-/-;hTDP1 cells + 20 nM CPT, ATP luminescence, 48 h | Potency, µM (titrated, usually from 46.2 µM), without a hit: at the top dose activity change, negative = growth inhibition, actives largely listed as inhibitors | 420,000 compounds, 12% hits; note: nearly all actives have a fitted effect of over 55% in size
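Chicken DT40 Tdp1-/- cells stably complemented with human TDP1 were seeded at 400 cells/well in medium containing 20 nM camptothecin, exposed to pin-transferred compounds, and grown at 37 °C for at least 48 hr. Viability was read as ATP luminescence.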
TDP1 cell noCPT = qHTS for Inhibitors of human tyrosyl-DNA phosphodiesterase 1 (TDP1): qHTS in cells in absence of CPT | 420,000 compounds, 15% hits | DT40 Tdp1-/- hTDP1 cells, no CPT, ATP luminescence, 48 h | Potency, µM (highest dose often 46.2 µM), inactives show at the highest dose activity change, negative = growth inhibition, most hits filed as inhibitors | AID 686978, 2013; note: nearly all actives have a fitted effect of over 55% in size
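Luminescent ATP content (CellTiter-Glo) served as the growth readout. Knockout chicken DT40 cells expressing human TDP1 were exposed to compounds without camptothecin for a minimum 48 hr at 37 °C.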
TDP1 block = TDP1 (human) enzyme inhibition | recombinant TDP1, AlphaScreen DNA substrate cleavage | Potency, µM (top dose mostly 130 µM), without a hit: at the top dose activity change, negative = inhibition, usual class: inhibitors | Q9NUW8 | 350,000 compounds, 0.28% hits; note: nearly all actives have a fitted effect of over 40% in size
Target sequence (Q9NUW8 whole entry, looked up): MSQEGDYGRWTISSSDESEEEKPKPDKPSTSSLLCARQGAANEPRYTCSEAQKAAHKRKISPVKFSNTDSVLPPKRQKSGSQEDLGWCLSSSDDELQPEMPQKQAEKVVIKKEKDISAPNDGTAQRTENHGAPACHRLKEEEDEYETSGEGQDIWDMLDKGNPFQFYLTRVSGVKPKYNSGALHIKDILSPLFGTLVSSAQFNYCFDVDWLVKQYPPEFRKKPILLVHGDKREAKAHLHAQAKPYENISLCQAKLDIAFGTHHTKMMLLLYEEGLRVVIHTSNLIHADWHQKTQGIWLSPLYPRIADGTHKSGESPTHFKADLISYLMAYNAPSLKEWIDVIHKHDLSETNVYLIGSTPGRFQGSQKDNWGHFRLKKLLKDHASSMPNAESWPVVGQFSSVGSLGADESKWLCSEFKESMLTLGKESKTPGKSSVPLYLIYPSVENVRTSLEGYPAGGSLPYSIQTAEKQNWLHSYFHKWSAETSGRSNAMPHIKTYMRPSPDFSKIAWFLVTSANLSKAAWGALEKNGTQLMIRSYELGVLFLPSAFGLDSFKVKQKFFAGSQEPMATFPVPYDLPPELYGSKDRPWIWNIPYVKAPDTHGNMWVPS
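Recombinant E. coli-expressed Tdp1 (1 nM) preincubated with compound 15 min at RT, then 5'-biotin/3'-phosphotyrosine-FITC DNA substrate (15 nM) added for 5 min. AlphaScreen beads (10 ug/ml) added, 10 min RT; tyrosine-FITC cleavage read as signal loss.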
Starred values were filed as active, the others as inactive; u = inconclusive; x = not tested or not shown; [ ] = dose if it differs, or a comment. Calls come from the whole dose curve; as a rule, active = well fitted curve in the direction sought with a large enough effect; inconclusive = small, poorly fitted or top-dose-only effect, or another doubt; inactive = no such curve, though single readings can be large; an effect the other way counts as inactive or inconclusive. % is set by controls: 0 for no effect and ±100 for the full control effect; potency is the fitted concentration of half-maximal effect.

smiles	TDP1 cell noCPT	TDP1 block	TDP1 cell CPT
Cc1ccc(NC(=O)CN2C(=O)COc3ccc(C)cc32)nc1	-2%	0%	-16%
CCOC(=O)C1(Cc2ccccc2)CCCN(C2CCN(C(C)=O)CC2)C1 (stereo not given)	-16%	x	-11%
CCC1CN(CC(=O)NCc2cc(C)n(C)n2)Cc2cc(OC)ccc2O1 (stereo not given)	-3%	x	18%[9.04 µM]
Cc1ccc(-c2ccc(CN3C(CC(C)C)C(=O)N(Cc4cn(Cc5ccco5)nn4)CCS3(=O)=O)cc2)cc1 (stereo not given)	u	x	4%
COc1ccc(NC(=O)CCc2c(C)nn(-c3ccc(N4CCCC4)nn3)c2C)cc1Cl	16µM*	6%	u
CSc1nc(N)c2ncn([C@@H]3O[C@H](COP(=O)(O)OP(=O)(O)OP(=O)(O)O)[C@@H](O)[C@H]3O)c2n1	-9%	11%	-28%
CCOC(=O)c1nnc(-c2ccccc2)nc1N1CC(C)OC(C)C1 (stereo not given)	-20%	8%	-6%
Cc1[nH]nc2c1C1(C(=O)Nc3ccc([N+](=O)[O-])cc31)C(C#N)=C(N)O2 (stereo not given)	-9%	8%	-14%
Cc1ccc(Nc2c(-c3ccc(Cl)cc3)nc3sccn23)c(C)c1	u	9%	-11%
O=C(C1CCN(C2CCN(C/C=C/c3ccccc3)CC2)CC1)N1CCOCC1	u	x	u
COc1ccc(C(=O)CSc2nnc(CC(=O)Nc3ccccc3OC)n2C)cc1	u	0%	-1%
COc1ccc(/C=C(/NC(C)=O)C(=O)O)cc1	-7%	-2%	-12%
COc1ccc(CC(=O)N(C)Cc2cccc(OC)c2OC)cc1S(=O)(=O)N1CCOCC1	u	-3%	u
COc1ccc(CNC(=O)CN2C(=O)COc3ccc(S(=O)(=O)N4CCCCCC4)cc32)cc1	u	-3%	u
COc1ccc(F)cc1CN1CCN(C(=O)c2ccc(S(=O)(=O)N3CCCCCC3)cc2)CC1	u	x	u
CCn1c(SCC(=O)Nc2ccc(NC(=O)c3ccco3)cc2)nnc1-c1cccs1	-11%	x	-26%
Cc1nc(-c2cccc(NC(=O)Nc3ccccc3C(F)(F)F)c2)no1	-9%	7%	-17%
COc1cccc(CN2CCN(C(=O)c3ccc(-c4ccccc4)cc3)CC2)c1OC	-3%	-3%	u
CC(C)c1c(O)ccc2c1CCC1C(C)(C)CCC[C@@]21C (stereo not given in full)	u	13%[56.1 µM]	u
COc1ccc(-n2c(Cc3cccn3C)nnc2SCC(=O)NC2CCCC2)cc1	-17%	10%	-24%

Further entries follow:
smiles	TDP1 cell noCPT	TDP1 block	TDP1 cell CPT
O=C(c1ccc(NS(=O)(=O)c2cccc3cccnc23)cc1)N1CCOCC1	-14%	x	-23%
O=C(NC(=S)Nc1nc2ccccc2s1)c1cccs1	18µM*	3%	16µM*
O=C(NCc1ccco1)C1CCN(c2nc3ccccc3n2Cc2ccccc2F)CC1	u	0%	16µM*
CCOC(=O)c1ccc(NC(=O)C(CC)CC)cc1	-13%	2%	-3%
COC(=O)CN1C(=O)COc2ccc(Cl)cc21	-15%	7%	-10%
CCOc1ccccc1NCc1nnc(-c2ccccc2)o1	-15%	4%	-1%
O=C(CSc1nc(=O)n2ccccc2n1)NCc1ccc2c(c1)OCO2	14%	0%	7%
OC(CN1CCN(Cc2ccccc2)CC1)c1ccc(F)cc1 (stereo not given)	-29%	-5%	13%
O=C(Nc1c(C(=O)NCc2ccco2)cnn1-c1ccccc1)c1cccc(F)c1	-29%	0%	-13%
Cc1ccc(N2C(=O)N(CC(=O)Nc3cccc([N+](=O)[O-])c3C)C(=O)C2C)cc1 (stereo not given)	u	x	-12%
CCC(C(=O)NC1CCCCC1)N(Cc1cccs1)C(=O)CCC(=O)Nc1cc(C)on1 (stereo not given)	u	0%	u
Cc1c(Cl)cccc1NC(=O)CCN1C(=O)c2ccccc2Sc2ncccc21	u	3%	u
COc1cc(Cl)ccc1OCc1cc(C(=O)N(C)Cc2cn(C)nc2C)no1	u	5%	u
COc1ccccc1-c1sc2ccccc2c1-c1ccc2c(c1)OCO2	u	x	23µM*
COc1cccc(-c2cnc(C(O)c3cccc(CN4CCCCC4)c3)[nH]2)c1 (stereo not given)	-16%	x	u
Cc1c(O)ccc(-c2n[nH]c(C(=O)O)c2-c2nc3ccccc3s2)c1O	4%	2%	-4%
CCOC(=O)C1CCN(C(=O)CNC(=O)c2nn(-c3ccc(OC)c(Cl)c3)c(=O)c3ccccc23)CC1	u	7%	u
Cc1ccc(C)c(NC(=O)Cn2cc(S(=O)(=O)c3ccc(F)cc3)c(=O)c3cc(F)ccc32)c1	-8%	9%	5%
FC(F)(F)c1ccc(Nc2nnnc3ccccc23)cc1	3.7µM*	x	u
CC(C)N(CCO)C(=O)C(c1ccccc1)c1ccccc1	-6%	8%	0%

The list goes on.
smiles	TDP1 cell noCPT	TDP1 block	TDP1 cell CPT
CNc1nc2ccccc2n(C)c1=O	3%	1%	16%
O=C(OCC(=O)N1CCOCC1)c1cc2ccccc2oc1=O	8%	-1%	-16%
Cc1cc(NC(=O)c2ccccc2NS(=O)(=O)c2c(C)c(C)cc(C)c2C)no1	u	0%	u
Cc1ccc(C(=O)N2CCC(C(=O)c3ccc(F)cc3)CC2)cc1	u	x	u
Cc1cc(C)cc(-n2ccn3cnnc3c2=O)c1	6%	-1%	-2%
COc1ccc(Nc2c3c(nc4nncn24)CCC3)cc1Cl	21µM*	5%	18µM*
COc1cc(C)c(CN2CCOc3ccc(C(O)c4cccnc4)cc3C2)cc1C (stereo not given)	18µM*	x	-5%[9.04 µM]
CN(C)CCCNC(=O)c1ccc(-c2cc3nc(NCc4cccnc4)n(C)c(=O)c3s2)cc1	0%	x	-27%
CC(C)C(=O)Nc1cccc(-c2cn3ccccc3n2)c1	1%	5%	-9%
CN1C(=S)SC(C)(C)C1/[N+]([O-])=C/c1cccnc1 (stereo not given)	-14%	5%	-2%
Cc1sc(NC(=O)C2C3CCC(O3)C2C(=O)O)nc1-c1ccc(CC(C)C)cc1 (stereo not given)	-7%	3%	-7%
Cc1ccc(N/C(C(Cl)=C(Cl)Cl)=C(/Cl)[N+](=O)[O-])c(C)c1	16µM*	9%	23µM*
Cc1cc(-c2ccc(C(C)C)c(S(=O)(=O)N3CC(=O)Nc4ccccc43)c2)on1	-1%	1%	-27%
Cc1cc2c(c(C#N)c1C)NC=NC2C (stereo not given)	u	x	u
CC(=O)c1ccc(CCCc2ccc(C(C)=O)cc2)cc1	u	x	u
COCCNC(=O)C1(C)CCN(C(=O)c2cc(C(C)(C)C)nn2C)C1 (stereo not given)	-4%	x	-25%
Cc1c(C(=O)N(C)C(C)c2ccccn2)oc2c(F)cccc12 (stereo not given)	-29%	-3%	-27%
CC(Oc1ccc(Cl)cc1)c1ccc(C#N)c(=O)[nH]1 (stereo not given)	-5%	1%	-11%
Cn1c(=O)c2[nH]c(CN3CCN(Cc4ccccc4)CC3)nc2n(C)c1=O	-14%	5%	-20%
CCOc1cc(CNC(=O)C2CCN(c3nc4ccccc4[nH]3)CC2)cc(OCC)c1OCC	16µM*	8%	21µM*

In a second layout: results already given.
Cc1ccc(N/C(C(Cl)=C(Cl)Cl)=C(/Cl)[N+](=O)[O-])c(C)c1
  TDP1 cell noCPT: 16µM*
  TDP1 block: 9%
  TDP1 cell CPT: 23µM*
CC(=O)c1ccc(CCCc2ccc(C(C)=O)cc2)cc1
  TDP1 cell noCPT: u
  TDP1 block: x
  TDP1 cell CPT: u
O=C(OCC(=O)N1CCOCC1)c1cc2ccccc2oc1=O
  TDP1 cell noCPT: 8%
  TDP1 block: -1%
  TDP1 cell CPT: -16%

Additional records:
smiles	TDP1 cell noCPT	TDP1 block	TDP1 cell CPT
O=C(COc1cccnc1[N+](=O)[O-])N1CCC(Cc2ccccc2)CC1	u	0%	u
Cc1ccc2nc(Cl)c3nnnn3c2c1	2.6µM*	8%	1.8µM*
COc1ccc(NC2=C(C(C)=O)C(c3ccc(OC)c(OC)c3)C(C(C)=O)C(C)(O)C2)cc1 (stereo not given)	u	7%	-12%
Cc1ccc(C)c(S(=O)(=O)N2CCN(C(C(=O)Nc3ccc(F)cc3)c3ccccc3)CC2)c1 (stereo not given)	u	0%	u
CCNC(=O)C1CCCc2c1[nH]c1ccc(Cl)cc21 (stereo not given)	-18%	-1%	-2%
O=C(c1ccc2[nH]c(=O)c(=O)[nH]c2c1)N1CCN(Cc2ccccc2)CC1	5%	0%	9%
Cc1cccc(S(=O)(=O)NC(=O)C2(C)CCN2C(=O)c2ccc(C3CCCCC3)cc2)c1 (stereo not given)	-3%	x	-1%
COc1ccc(C(=O)NCC(=O)N=Nc2c(O)n(Cc3ccccc3)c3ccccc23)cc1OC	16µM*	0%	u
Cc1ccc(O)c(N=NC2=C(O)CC(C)(C)CC2=O)c1	8.2µM*	-2%	15µM*
O=c1[nH]c(SCc2cccc(Cl)c2)nc2c1CCCC2	u	-3%	u
O=c1[nH]c(C2CCCN(S(=O)(=O)c3ccccc3F)C2)nc2c1nnn2Cc1ccccc1Cl (stereo not given)	u	-3%	u
CCOC(=O)Nc1oc2ccccc2c(=O)c1CN1CCOCC1	u	2%	-21%
COc1ccc(Nc2nc3ccccc3nc2NS(=O)(=O)c2ccc(NC(C)=O)cc2)cc1	-10%	x	0%
Cc1nc2cnccc2n1C	-10%	0%	-15%
COc1ccc(-c2cnnc(N/N=C/c3ccc(C)o3)n2)cc1	18µM*	4%	u
COCCCNC(=O)c1sc2nc(C)c(C(=O)Nc3ccc(C)cc3C)c(-c3ccccc3Cl)c2c1N	u	-3%	u
CN(Cc1ccccc1)C(=O)c1ccc(NC2=NC3CS(=O)(=O)CC3S2)cc1 (stereo not given)	0%	x	3%
CCOC(=O)c1ccc(NC(=S)Nc2ccc(Br)cc2N)cc1	-19%	x	-15%
COc1ccc(C/C(C)=N/NS(=O)(=O)c2ccc(Br)cc2)cc1	9%	11%	-16%
O=C(CSc1ncccn1)Nc1cccc(S(=O)(=O)N2CCOCC2)c1	-25%	2%	-10%

(further entries)
smiles	TDP1 cell noCPT	TDP1 block	TDP1 cell CPT
Cc1ccc(C(=O)N2CCN(c3ccccc3)CC2)cc1C	-17%	5%	-10%
COc1ccc(C)cc1NC(=O)NC1CCCc2ccccc21 (stereo not given)	18%	3%	-5%
Cc1nn(CC(=O)Nc2c(F)c(F)cc(F)c2F)c(=O)c2cccn12	27%	0%	-1%
Cc1cccc(CN2CCCC(C(=O)N3CCc4ccccc4C3)C2)c1 (stereo not given)	9%	-3%	u
O=C(Cc1ccc([N+](=O)[O-])cc1)Nc1cccc(C(=O)N2CCCCC2)c1	u	3%	u
Cc1cc(C)c(C#N)c(=N)o1	26µM*	0%	21µM*
CCOc1ccc(CCNC(=O)CSc2n[nH]c(N)n2)cc1OCC	0%	6%	-4%
CCOC(=O)N1CCC(N2CCN(S(=O)(=O)c3ccc(C)cc3)CC2)CC1	u	-11%	u
O=C(N/N=C/c1ccc(O)cc1)c1cc(C2CC2)[nH]n1	0%	1%	u
COc1ccc(Cl)cc1NC(=O)C1Cc2cc(S(=O)(=O)N3CCCC3)ccc2N1C(C)=O (stereo not given)	u	3%	u

Whole records from above. Screens in order: TDP1 cell noCPT, TDP1 block, TDP1 cell CPT
Entry for Cc1cccc(CN2CCCC(C(=O)N3CCc4ccccc4C3)C2)c1 (stereo not given) = 9%, -3%, u
Entry for CCOC(=O)N1CCC(N2CCN(S(=O)(=O)c3ccc(C)cc3)CC2)CC1 = u, -11%, u
Entry for CCOc1ccc(CCNC(=O)CSc2n[nH]c(N)n2)cc1OCC = 0%, 6%, -4%
Entry for Cc1ccc(C(=O)N2CCN(c3ccccc3)CC2)cc1C = -17%, 5%, -10%
Entry for Cc1nn(CC(=O)Nc2c(F)c(F)cc(F)c2F)c(=O)c2cccn12 = 27%, 0%, -1%

Screening data from PubChem BioAssay.
